BoNT A protease: BoNT/A light chain protease inhibitors, primary screen, biochemical, flow cytometry, MLPCN library. multiplex microsphere protease substrate cleavage. inhibition, % at 10 µM. actives 0.17% (n = 360,000). AID 588499, 2011; further: plate controls were buffer without enzyme for full effect and enzyme alone for no effect
FBA Mtb inh: Mtb FBA enzyme inhibitors, primary screen, biochemical, fluorescence, strain H37Rv; Fructose-bisphosphate aldolase (Mycobacterium tuberculosis (strain ATCC 25618 / H37Rv)), …; purified M. tuberculosis FBA, fluorescence read-out; inhibition, % at 1 µM; actives 2.3% (n = 360,000); in the data active means inhibition above about 27%;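 further: 0% = vehicle and 100% = reference inhibitor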
Target sequence (P9WQA3 whole entry, looked up): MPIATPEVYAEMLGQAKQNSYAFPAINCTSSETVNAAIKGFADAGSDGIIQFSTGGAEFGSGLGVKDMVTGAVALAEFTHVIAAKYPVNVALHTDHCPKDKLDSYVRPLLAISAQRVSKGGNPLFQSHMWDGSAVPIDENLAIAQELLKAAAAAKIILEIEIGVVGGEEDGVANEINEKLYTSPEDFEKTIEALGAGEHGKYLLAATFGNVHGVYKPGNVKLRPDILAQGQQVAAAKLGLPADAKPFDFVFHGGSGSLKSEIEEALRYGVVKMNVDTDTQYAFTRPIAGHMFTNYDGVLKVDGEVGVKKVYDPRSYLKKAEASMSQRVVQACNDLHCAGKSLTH
BioA inh: M. tuberculosis BioA enzyme inhibitors, primary screen, biochemical, plate reader, single point, HTS; actives 0.096% (n = 360,000); purified M. tuberculosis BioA enzyme; AID 602481, 2012; inhibition, % at 9.99 µM; 7,8-diaminopelargonic acid synthase BioA (Mycobacterium tuberculosis); in the data active means inhibition above about 40%; inconclusive means no clear call, values can overlap the other calls
FadD28 binding: inhibitors of FadD28 bisubstrate probe binding, primary screen, biochemical, fluorescence polarization, single point; actives 0.22% (n = 360,000); inhibition, % at 12.5 µM; Mycobacterium tuberculosis FadD28 fatty-acid-AMP ligase; in the data active means inhibition above about 8.5%, passing the limit was not always enough; inconclusive means no clear call, values can overlap the other calls
PfHsp40 yeast: rescue of yeast from PfHsp40 toxicity, primary screen, S. cerevisiae, ATP luminescence; S. cerevisiae expressing PfHsp40, growth rescue; growth rescue, % at 12.5 µM; actives 0.68% (n = 340,000); AID 504582, 2011; in the data active means growth rescue above about 28%, passing the limit was not always enough; inconclusive means no clear call, values can overlap the other calls;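 further: yeast W303a lacking pdr1 and pdr3 grown in galactose medium; growth measured after three days at 30 °C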
Mtb UGM inh: M. tuberculosis UGM enzyme inhibitors, primary screen, biochemical, fluorescence polarization, single point; actives 0.06% (n = 320,000); AID 504406, 2011; inhibition, % at 10 µM; purified UGM, fluorescence polarization probe displacement; in the data active means inhibition above about 10%, passing the limit was not always enough; inconclusive means no clear call, values can overlap the other calls
Target sequence (P9WIQ1 whole entry, looked up): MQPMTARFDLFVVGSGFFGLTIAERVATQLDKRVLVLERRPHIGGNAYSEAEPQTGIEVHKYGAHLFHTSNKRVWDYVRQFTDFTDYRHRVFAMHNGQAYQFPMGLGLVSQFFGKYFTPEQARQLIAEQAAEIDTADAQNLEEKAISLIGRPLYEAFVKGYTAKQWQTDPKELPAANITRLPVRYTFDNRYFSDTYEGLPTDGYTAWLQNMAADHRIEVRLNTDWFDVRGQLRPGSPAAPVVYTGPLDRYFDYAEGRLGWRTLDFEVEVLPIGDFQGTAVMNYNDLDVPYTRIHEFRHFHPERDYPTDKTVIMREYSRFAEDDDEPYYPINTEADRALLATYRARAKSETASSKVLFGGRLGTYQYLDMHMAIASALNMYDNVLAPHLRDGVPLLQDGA
GDH-TPI inh: GDH-TPI coupling enzyme inhibitors, primary screen, artefact control for M. tuberculosis FBA inhibitor project, biochemical, absorbance, full deck; actives 1.2% (n = 360,000); inhibition, % at 4.8 µM; GDH-TPI coupled enzyme counterscreen, NADH absorbance; AID 588335, 2011; in the data active means inhibition above about 30%;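 further: 0% = DMSO wells and 100% = wells lacking the enzyme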
Anthrax LF prot: Bacillus anthracis LF protease inhibitors, primary screen, biochemical, multiplex microsphere, MLPCN library; Lethal factor (Bacillus anthracis), P15917; multiplex microsphere protease cleavage assay; inhibition, % at 10 µM; actives 0.12% (n = 360,000); AID 588501, 2011; further: plate controls were buffer without enzyme for full effect and enzyme alone for no effect
BoNT-F LC inh: BoNT/F light chain protease inhibitors, primary screen, biochemical, flow cytometry, MLPCN library. Botulinum neurotoxin type F light chain protease (Clostridium botulinum). Multiplex microsphere protease cleavage assay. inhibition, % at 10 µM. actives 0.22% (n = 360,000). AID 588497, 2011; in the data active means inhibition above about 35%, passing the limit was not always enough; inconclusive means no clear call, values can overlap the other calls; further: plate controls were buffer without enzyme for full effect and enzyme alone for no effect
* hit, by the source's call. Unless noted, no stated cut-off is given here; in the data, active means inhibition above about 30%; inconclusive means no clear call, values can overlap the other calls; inactive means below that.

Screening COc1ccccc1CNC(=O)c1cccnc1 returned FBA Mtb inh 1, BioA inh 0.5, FadD28 binding 0.7, PfHsp40 yeast -1.1, Mtb UGM inh 1.0 and GDH-TPI inh 4.
For O=C(N/N=C/c1cc(Cl)cc([N+](=O)[O-])c1O)c1cccc(S(=O)(=O)N2CCOCC2)c1 the results were BoNT A protease inconclusive, FBA Mtb inh 2, BioA inh 2.9, FadD28 binding -0.6, PfHsp40 yeast -1.1, GDH-TPI inh -3, Anthrax LF prot inconclusive and BoNT-F LC inh inconclusive.
`CCOc1ccc(S(=O)(=O)N(CC)CC(=O)NCc2ccncc2)cc1C` gave BoNT A protease -1.2, FBA Mtb inh 2, BioA inh 0.2, FadD28 binding -3.0, PfHsp40 yeast -0.2, Mtb UGM inh 2.4, GDH-TPI inh 7, Anthrax LF prot -2 and BoNT-F LC inh 14.
Screening O=C(CCN1C(=O)C2CC=CCC2C1=O)Nc1ccc(S(=O)(=O)N2CCCCC2)cc1 (configuration not stated) returned BoNT A protease 0.7, FBA Mtb inh -1, BioA inh -0.8, FadD28 binding -4.8, PfHsp40 yeast -0.4, GDH-TPI inh 1, Anthrax LF prot -2 and BoNT-F LC inh 24.
For C=C(C)CN(CC)C(=O)CSc1ccc(S(=O)(=O)N2CCN(C)CC2)cn1 the results were BoNT A protease 0.8, FBA Mtb inh -2, BioA inh 1.1, FadD28 binding 0.5, PfHsp40 yeast -0.5, GDH-TPI inh 8, Anthrax LF prot -4 and BoNT-F LC inh 19.
`COc1ccc(N2CCN(Cc3cc(=O)oc4cc(-c5ccccc5)c(O)cc34)CC2)cc1` gave BoNT A protease 0.1, FBA Mtb inh -7, BioA inh -0.3, FadD28 binding -1.3, PfHsp40 yeast 1.1, Mtb UGM inh 3.5, GDH-TPI inh 12, Anthrax LF prot 0 and BoNT-F LC inh -16.
CC(C)c1cc(C(=O)N/N=C/C(Br)=C/c2ccccc2)n[nH]1 was read as BoNT A protease 0.3, FBA Mtb inh 8, BioA inh 1.4, FadD28 binding -1.3, PfHsp40 yeast 0.6, Mtb UGM inh 4.1, GDH-TPI inh 37*, Anthrax LF prot -1 and BoNT-F LC inh -8.
Screening CC(=O)Nc1cccc(NC=C(C#N)C#N)c1 returned BoNT A protease 0.4, FBA Mtb inh -1, FadD28 binding -3.0, PfHsp40 yeast 1.2, Mtb UGM inh 2.5, GDH-TPI inh 8, Anthrax LF prot 1 and BoNT-F LC inh 1.
Screening CC(C)(C)CNC(=O)c1ccc2c(c1)S(=O)(=O)c1cc(Cl)ccc1C2=O returned BoNT A protease -0.1, FBA Mtb inh 0, BioA inh -0.9, FadD28 binding -0.4, PfHsp40 yeast 1.1, Mtb UGM inh -1.6, GDH-TPI inh 5, Anthrax LF prot -2 and BoNT-F LC inh 8.
For O=C(NC(=S)Nc1ccccn1)c1ccc([N+](=O)[O-])cc1 the results were BoNT A protease 0.2, FBA Mtb inh 7, BioA inh -0.2, FadD28 binding -0.7, PfHsp40 yeast 0.4, GDH-TPI inh 1, Anthrax LF prot 1 and BoNT-F LC inh -6.

Five entries already listed, sorted by SMILES length, rising:
Screening COc1ccccc1CNC(=O)c1cccnc1 returned FBA Mtb inh 1, BioA inh 0.5, FadD28 binding 0.7, PfHsp40 yeast -1.1, Mtb UGM inh 1.0 and GDH-TPI inh 4.
For O=C(NC(=S)Nc1ccccn1)c1ccc([N+](=O)[O-])cc1 the results were BoNT A protease 0.2, FBA Mtb inh 7, BioA inh -0.2, FadD28 binding -0.7, PfHsp40 yeast 0.4, GDH-TPI inh 1, Anthrax LF prot 1 and BoNT-F LC inh -6.
`CCOc1ccc(S(=O)(=O)N(CC)CC(=O)NCc2ccncc2)cc1C` gave BoNT A protease -1.2, FBA Mtb inh 2, BioA inh 0.2, FadD28 binding -3.0, PfHsp40 yeast -0.2, Mtb UGM inh 2.4, GDH-TPI inh 7, Anthrax LF prot -2 and BoNT-F LC inh 14.
Screening CC(C)(C)CNC(=O)c1ccc2c(c1)S(=O)(=O)c1cc(Cl)ccc1C2=O returned BoNT A protease -0.1, FBA Mtb inh 0, BioA inh -0.9, FadD28 binding -0.4, PfHsp40 yeast 1.1, Mtb UGM inh -1.6, GDH-TPI inh 5, Anthrax LF prot -2 and BoNT-F LC inh 8.
`COc1ccc(N2CCN(Cc3cc(=O)oc4cc(-c5ccccc5)c(O)cc34)CC2)cc1` gave BoNT A protease 0.1, FBA Mtb inh -7, BioA inh -0.3, FadD28 binding -1.3, PfHsp40 yeast 1.1, Mtb UGM inh 3.5, GDH-TPI inh 12, Anthrax LF prot 0 and BoNT-F LC inh -16.

Other results follow:
For CC1(C)CC(=O)C(c2ccccc2)(c2ccccc2)C(=O)C1 the results were BoNT A protease 0.3, FBA Mtb inh -2, BioA inh -0.1, FadD28 binding -2.4, PfHsp40 yeast -1.7, GDH-TPI inh -3, Anthrax LF prot 0 and BoNT-F LC inh 0.
`COCc1ccc(C(=O)NC2CCCc3c2cnn3-c2ccc(C)c(C)c2)o1` (configuration not stated) gave BoNT A protease -1.0, FBA Mtb inh 0, BioA inh 0.2, FadD28 binding -1.7, PfHsp40 yeast -0.3, Mtb UGM inh -0.1, GDH-TPI inh -6, Anthrax LF prot 0 and BoNT-F LC inh 18.
COc1ccc(NS(=O)(=O)c2ccc(NS(=O)(=O)c3ccc(C)cc3)cc2)nn1 was read as BoNT A protease -0.5, FBA Mtb inh -2, BioA inh -4.4, FadD28 binding -1.3, PfHsp40 yeast -0.2, Mtb UGM inh 0.9, GDH-TPI inh 0, Anthrax LF prot 0 and BoNT-F LC inh -3.
`COc1ccc(CCNC(=O)C2=CCN(S(=O)(=O)c3ccc(F)cc3)CC2)cc1OC` gave BoNT A protease 0.2, FBA Mtb inh 6, BioA inh -0.1, FadD28 binding -2.6, PfHsp40 yeast -0.3, Mtb UGM inh 3.3, GDH-TPI inh 12, Anthrax LF prot -2 and BoNT-F LC inh -3.
For COc1ccc(/C=N/N=C2\CC3CCC2(C)C3(C)C)cc1O (configuration not stated) the results were BoNT A protease -0.9, FBA Mtb inh 2, BioA inh 0.2, FadD28 binding -0.2, PfHsp40 yeast -1.1, Mtb UGM inh 5.1, GDH-TPI inh 7, Anthrax LF prot -4 and BoNT-F LC inh -13.
For CS(=O)(=O)N1CCc2cc(C(=O)N3CCN(c4ccc(F)cc4)CC3)ccc21 the results were BoNT A protease 0.7, FBA Mtb inh 6, BioA inh 3.3, FadD28 binding 1.3, PfHsp40 yeast -0.4, Mtb UGM inh -3.8, GDH-TPI inh 18, Anthrax LF prot -1 and BoNT-F LC inh 5.
For COC(=O)C1=C(C)NC(=O)C1(NC(=O)c1ccncc1)C(F)(F)F (configuration not stated) the results were BoNT A protease -0.3, FBA Mtb inh 0, BioA inh 0.2, FadD28 binding -1.7, PfHsp40 yeast -0.9, Mtb UGM inh -0.9, GDH-TPI inh -1, Anthrax LF prot 0 and BoNT-F LC inh -4.
For O=C(NNC(=O)c1sccc1-n1cccc1)c1cccc(Cl)c1 the results were BoNT A protease 0.2, FBA Mtb inh -2, FadD28 binding 1.0, PfHsp40 yeast -0.4, Mtb UGM inh -1.5, GDH-TPI inh 11, Anthrax LF prot -1 and BoNT-F LC inh 0.
Screening CC(=O)Oc1ccc(C(=O)Nc2cc(C)on2)cc1 returned BoNT A protease -3.2, FBA Mtb inh 2, BioA inh -2.8, FadD28 binding -1.5, PfHsp40 yeast -0.9, Mtb UGM inh -0.2, GDH-TPI inh 1, Anthrax LF prot -1 and BoNT-F LC inh 14.
Screening O=C1NC(=O)N(c2ccccc2)C(=O)/C1=C\C=C\c1ccccc1 returned BoNT A protease -4.9, FBA Mtb inh 1, BioA inh 0.7, FadD28 binding -2.2, PfHsp40 yeast 0.6, Mtb UGM inh -0.8, GDH-TPI inh 5, Anthrax LF prot -1 and BoNT-F LC inh inconclusive.
CCCC[N+]12CCC(CC1)C(C(=O)c1cccs1)C2 (configuration not stated) was read as BoNT A protease 0.8, FBA Mtb inh -1, FadD28 binding -1.7, PfHsp40 yeast -1.3, Mtb UGM inh 0.7, GDH-TPI inh 1, Anthrax LF prot 2 and BoNT-F LC inh -7.
C=CCN1C(=O)/C(=C\c2cccs2)C(C(=O)OC)=C1C was read as BoNT A protease -1.4, FBA Mtb inh -5, BioA inh -0.5, FadD28 binding -1.5, PfHsp40 yeast 0.3, Mtb UGM inh 1.3, GDH-TPI inh 1, Anthrax LF prot -9 and BoNT-F LC inh 1.
Screening Cc1ccc(Nc2nc(N)nc(CSC(=S)N3CCOCC3)n2)c(C)c1 returned BoNT A protease -1.1, FBA Mtb inh 1, FadD28 binding 0.6, PfHsp40 yeast 1.1, Mtb UGM inh -0.6, GDH-TPI inh 0, Anthrax LF prot -3 and BoNT-F LC inh 8.
`CCOc1ccc2nc(SCC(=O)c3ccc(Cl)s3)sc2c1` gave BoNT A protease 1.0, FBA Mtb inh 2, BioA inh -0.7, FadD28 binding -0.6, PfHsp40 yeast -0.9, Mtb UGM inh 0.7, GDH-TPI inh 4, Anthrax LF prot -3 and BoNT-F LC inh -12.
N=C1C(c2ccccc2)=C(O)CN1NC(=O)c1ccc(Cl)cc1 was read as BoNT A protease -1.3, FBA Mtb inh 2, FadD28 binding -2.1, PfHsp40 yeast 0.3, Mtb UGM inh 0.0, GDH-TPI inh 10, Anthrax LF prot -1 and BoNT-F LC inh -4.
`COc1ccc(OC)c(S(=O)(=O)Nc2ccccc2SC)c1` gave BoNT A protease 0.0, FBA Mtb inh 1, BioA inh -1.9, FadD28 binding 0.0, PfHsp40 yeast -1.4, Mtb UGM inh -0.1, GDH-TPI inh 4, Anthrax LF prot -1 and BoNT-F LC inh 4.
For Oc1cc2c(cc1C(c1ccc(Cl)c(Cl)c1)N1CCCC1)OCO2 (configuration not stated) the results were BoNT A protease 0.1, FBA Mtb inh -3, FadD28 binding -3.0, PfHsp40 yeast 6.4, GDH-TPI inh -4, Anthrax LF prot -2 and BoNT-F LC inh 4.
Screening COc1ccc(NC2CCCN(C(=O)c3cccc(N4CCNC4=O)c3)C2)cc1 (configuration not stated) returned BoNT A protease 0.4, FBA Mtb inh 1, BioA inh 3.8, FadD28 binding -4.6, PfHsp40 yeast -0.1, Mtb UGM inh 0.1, GDH-TPI inh -1, Anthrax LF prot -2 and BoNT-F LC inh -2.
Screening COC(=O)C1SCC2C(=O)N(Cc3ccccc3)CC(=O)N21 (configuration not stated) returned BoNT A protease -1.0, FBA Mtb inh -3, FadD28 binding -0.6, PfHsp40 yeast -0.5, Mtb UGM inh 0.7, GDH-TPI inh 3, Anthrax LF prot -4 and BoNT-F LC inh -11.
`Cc1ccc(NC(=O)c2nc[nH]c2C(=O)N(C)CCO)cc1` gave BoNT A protease 0.0, FBA Mtb inh 0, BioA inh -1.7, FadD28 binding -3.1, GDH-TPI inh 2, Anthrax LF prot 1 and BoNT-F LC inh -1.
For CCc1c(C)sc(NC(=O)C2CC2c2ccccc2)c1C(N)=O (configuration not stated) the results were BoNT A protease 0.3, FBA Mtb inh 2, BioA inh 3.7, FadD28 binding inconclusive, PfHsp40 yeast 0.7, Mtb UGM inh 1.0, GDH-TPI inh -4, Anthrax LF prot -11 and BoNT-F LC inh 3.

Bioassay records deposited in PubChem by several laboratories.
